RSV antiviral HEp-2: RSV antiviral activity via CPE protection, HEp-2 cells, primary 10 µM value included (AID 2391); HEp-2 cells, RSV-induced CPE inhibition; higher % means a stronger effect; 310,000 compounds, 0.13% hits; one-dose CPE inhibition, % at 10 µM; IC50 in µM for titrated hits; in the data active = a potency from the dose series; inconclusive = CPE inhibition mostly from about 23% at the one dose, without a potency; inactive = the rest, 99 in 100 with CPE inhibition below about 21%; note: strong numbers were not always called active
WT yeast gro inh: growth inhibition of WT yeast, mitochondrial fusion screen. mitochondrial fusion phenotypic screen, WT strain. inhibition, % at 10 µM. 190,000 compounds, 2.1% hits. AID 1362; in the data active = inhibition above about 58%; tested in S. cerevisiae
West Nile antiviral: inhibition of WNV-induced cytopathic effect – cell-based, CPE readout (AID 1621) | 290,000 compounds, 0.02% hits | West Nile virus-infected cells, CPE inhibition; higher % means a stronger effect | CPE inhibition, % at 10 µM, or IC50 in µM where a hit was titrated; in the data active = a potency from the dose series; inconclusive = CPE inhibition mostly from about 3.7% at the one dose, without a potency; inactive = the rest, 99 in 100 with CPE inhibition below about 2.2%; note: strong numbers were not always called active
XIAP displacement: XIAP antagonists, biochemical, IAP family, fluorescence polarization (AID 1018) | 200,000 compounds, 0.007% hits | displacement, % at 20 µM, or IC50 in µM where a hit was titrated | XIAP BIR domain, fluorescence polarization peptide displacement; higher % means a stronger effect; in the data active = displacement above about 50%; note: a part of the inactive calls stands beside numbers as strong as those of hits
Yfh1-off respiration: enhancers of respiration in Yfh1-depleted yeast, dose response, Friedreich's ataxia, plus single-dose screen (AID 1465); 220,000 compounds, 0.074% hits; S. cerevisiae Yfh1-off respiration, WST-1 reduction, 72 h; higher fold induction means a stronger effect; fold induction at 50 µM; hits with a dose series show EC50 in µM;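 active = fold induction of absorbance versus untreated yeast above a set limit, then at least 30% activation at any dose in follow-up; inconclusive = repeats straddling the limit, or above it without dose testing; inactive = fold induction below the set limit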;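 note: activators that raise dye reduction in frataxin-depleted yeast; strong numbers were not always called active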
ER stress rescue: protection against thapsigargin-triggered cell killing – 384-well, CSM14.1, ATP luminescence, primary screen (AID 1222); CSM14.1 thapsigargin-induced death rescue, ATP luminescence; higher % means a stronger effect; cellular ATP content (survival), % at 20 µM, or EC50 in µM where a hit was titrated; 190,000 tested, under 10 active;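 active = EC50 below 50 µM in the dose-response confirmation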;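 note: death triggered by thapsigargin at about 15 µM added after 2 h compound pretreatment; cell ATP read after overnight thapsigargin exposure of roughly 18 to 22 hours; normalized against plate controls of thapsigargin alone and 5% DMSO vehicle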
NS5 inhibitors: Dengue-2 NS5 methyltransferase inhibitors, primary screen, biochemical, confirmation dose response (AID 588689). one-dose inhibition, % at 25 µM; IC50 in µM for titrated hits. Dengue-2 NS5 methyltransferase capping enzyme assay, biochemical; higher % means a stronger effect. 340,000 compounds, 0.3% hits; in the data active = a potency from the dose series; inconclusive = inhibition above about 29% without an active follow-up result
UTI89 phage lysis: protection from phage-mediated lysis, alamar blue read-out – E. coli UTI89, K1F phage, bacterial capsule biogenesis inhibitors (AID 488966) | 340,000 compounds, 0.02% hits | inhibition, % at 100 µM; hits with a dose series show IC50 in µM | E. coli UTI89 K1F phage lysis, alamar blue, 2 h; higher % means a stronger effect;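 active = phage lysis inhibition, versus mean bacterial control, above a set limit; inconclusive = no clear call, values can overlap the other calls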;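 note: capsule biogenesis inhibitors block K1F phage lysis so surviving cells raise fluorescence; higher fluorescence means more inhibition of phage lysis; actives were called in the ten point dose series up to 300 µM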
SV40 large T antigen: TAg ATPase/helicase activity blockers – biochemical (AID 1903). inhibition, % at 20 µM; hits with a dose series show IC50 in µM. SV40 large T antigen ATPase/helicase inhibition assay; higher % means a stronger effect. 310,000 compounds, 0.39% hits; in the data active = a potency from the dose series; inconclusive = inhibition mostly from about 32% at the one dose, without a potency; inactive = the rest, 99 in 100 with inhibition below about 32%; note: strong numbers were not always called active
WT yeast gro inh mutant strain: recorded beside WT yeast gro inh, whose call it bears; inhibition, %; mitochondrial fusion phenotypic screen, mutant strain inhibition
NS5 inhibitors pilot replicate: further read-out of NS5 inhibitors, marked with its call; inhibition, %; measured here: pilot screen replicate inhibition
* marks the source's active call; other numbers are inactive results; i = inactive; ? = inconclusive; . = no result given; [ ] = another dose, or the depositor's remark.

SMILES | RSV antiviral HEp-2 | WT yeast gro inh | WT yeast gro inh mutant strain | West Nile antiviral | XIAP displacement | Yfh1-off respiration | ER stress rescue | NS5 inhibitors | UTI89 phage lysis | SV40 large T antigen | others
O=C1NC(=S)NC(=O)C12C(c1ccc(F)cc1)NC(=S)NC2c1ccc(F)cc1 (configuration not stated) | -0.8% | -19 | -14 | -0.5% | -4.3% | i | -1.7% | 16% | 0.5% | 19%
COc1ccccc1N1CCN(Cc2ccc(Cl)cc2Cl)CC1 | -1.0% | 38 | 25 | -0.7% | -2.1% | i | -2.6% | -1% | -0.2% | 10%
CN1c2ccccc2Oc2ccccc21 | 0.5% | 6 | 14 | 0.7% | -2.6% | i | -1.4% | 4% | 1.3% | 13%
CCOc1cc2c(cc1OCC)-n1cccc1C(c1c(O)cccc1OC)NC2 (configuration not stated) | ? | . | . | -1.2% | . | . | . | -6% | 0.2% | 7%
COc1ccc(C2=NCC(=S)Nc3ccc(Cl)cc32)cc1Cl | 1.3% | 7 | 13 | -1.1% | -2.3% | i | -0.9% | -11% | 0.0% | -3%
O=[N+]([O-])c1cccc(CN2CC=C(c3ccc(F)cc3)CC2)c1 | 0.8% | . | . | -0.9% | . | . | . | -1% | 0.2% | 13% | NS5 inhibitors pilot replicate=-4.0
CC(=O)NC(Cc1ccc(N(CCCl)CCCl)cc1)C(=O)NCC(=O)NCC(=O)O (configuration not stated) | 1.9% | -11 | 3 | 0.3% | -0.1% | i | -1.3% | 3% | 0.2% | 5%
Cn1c(O)c(C=NCCc2c[nH]c3ccccc23)c(=O)n(C)c1=O | 2.6% | 11 | 1 | 0.6% | 3.1% | i | -0.2% | 1% | 0.1% | 13%
c1ccc(-n2ccnc2)cc1 | -1.0% | . | . | 0.0% | . | . | . | -3% | 1.6% | 15%
Cc1ccc(/C=C2\C(=O)NC(=S)N(c3cccc(F)c3)C2=O)o1 | 2.2% | . | . | -1.5% | . | . | . | -7% | 0.1% | 37µM* | NS5 inhibitors pilot replicate=-13
O=c1[nH]c(=O)n(Cc2ccccc2)c(O)c1/C=N/NCCO | 1.8% | . | . | 0.3% | . | i | . | . | . | -19%
COc1ccc(CCNCC2CCCO2)cc1 (configuration not stated) | 1.5% | . | . | 0.0% | . | . | . | 4% | 0.2% | 5% | NS5 inhibitors pilot replicate=-3.7
CCc1ccc(-n2c(O)c(/C=N/N3CCCCC3c3cccnc3)c(=O)[nH]c2=O)cc1 (configuration not stated) | -0.2% | -5 | 14 | -0.3% | -8.3% | i | 0.9% | -15% | 0.6% | 12%
O=c1[nH]c(=O)n(CCc2ccc(F)cc2)c(O)c1C=NCCCn1ccnc1 | -0.8% | -16 | -40 | 0.4% | -1.8% | i | . | -8% | 3.8% | 3%
CC(CCc1ccccc1)NCCC#N (configuration not stated) | . | . | . | 0.0% | . | i | . | -2% | 0.9% | 20%
COc1ccc(-n2c(SC)nc3ccccc3c2=O)cc1 | 1.2% | 8 | 9 | -0.4% | -2.9% | i | 1.7% | 0% | -0.5% | 7%
CCCCn1c(O)c(C(C)=NCCN2CCOCC2)c(=O)[nH]c1=O | 0.1% | 14 | 28 | 0.1% | -3.8% | i | -0.1% | -1% | -0.2% | 8%
C#CC[N+]1(C)[C@@H]2CC[C@H]1CC(OC(=O)C(CO)c1ccccc1)C2 (some centres not stated) | 0.6% | . | . | 0.1% | . | . | . | -4% | -0.1% | 23%
CN1CCN(Cc2ccccc2Sc2ccccc2)CC1 | -1.4% | 3 | 1 | -1.2% | -6.7% | i | 1.9% | -7% | 3.0%[50 µM] | 2%
CCN(CC)P(=S)(c1c(C)nc2ccccn12)c1c(C)nc2ccccn12 | 2.4% | -10 | 7 | 0.0% | -4.3% | i | -0.6% | 2% | -0.6% | 11%

A draw from above in order of number of heavy atoms, largest number first.
SMILES | RSV antiviral HEp-2 | WT yeast gro inh | WT yeast gro inh mutant strain | West Nile antiviral | XIAP displacement | Yfh1-off respiration | ER stress rescue | NS5 inhibitors | UTI89 phage lysis | SV40 large T antigen | others
CCc1ccc(-n2c(O)c(/C=N/N3CCCCC3c3cccnc3)c(=O)[nH]c2=O)cc1 (configuration not stated) | -0.2% | -5 | 14 | -0.3% | -8.3% | i | 0.9% | -15% | 0.6% | 12%
O=c1[nH]c(=O)n(CCc2ccc(F)cc2)c(O)c1C=NCCCn1ccnc1 | -0.8% | -16 | -40 | 0.4% | -1.8% | i | . | -8% | 3.8% | 3%
CCN(CC)P(=S)(c1c(C)nc2ccccn12)c1c(C)nc2ccccn12 | 2.4% | -10 | 7 | 0.0% | -4.3% | i | -0.6% | 2% | -0.6% | 11%
C#CC[N+]1(C)[C@@H]2CC[C@H]1CC(OC(=O)C(CO)c1ccccc1)C2 (some centres not stated) | 0.6% | . | . | 0.1% | . | . | . | -4% | -0.1% | 23%
O=c1[nH]c(=O)n(Cc2ccccc2)c(O)c1/C=N/NCCO | 1.8% | . | . | 0.3% | . | i | . | . | . | -19%
CN1CCN(Cc2ccccc2Sc2ccccc2)CC1 | -1.4% | 3 | 1 | -1.2% | -6.7% | i | 1.9% | -7% | 3.0%[50 µM] | 2%
COc1ccc(CCNCC2CCCO2)cc1 (configuration not stated) | 1.5% | . | . | 0.0% | . | . | . | 4% | 0.2% | 5% | NS5 inhibitors pilot replicate=-3.7

(further entries)
SMILES | RSV antiviral HEp-2 | WT yeast gro inh | WT yeast gro inh mutant strain | West Nile antiviral | XIAP displacement | Yfh1-off respiration | ER stress rescue | NS5 inhibitors | UTI89 phage lysis | SV40 large T antigen | others
O=C1CN=C(c2ccccc2Cl)c2cc(Br)ccc2N1 | 0.2% | . | . | . | . | . | . | -9% | -0.3% | 6%
CCCCCCCCCCCCCCCC[N+](C)(C)C | -3.7% | . | . | . | . | . | . | 2% | -20% | 27%
CN(C)c1ccc(CCN2CCOCC2)cc1 | 0.5% | . | . | . | . | . | . | -16% | 1.2% | 22%
Cc1nc2nc(C)c(CCC(=O)N3CCC4(CC3)OCCO4)c(C)n2n1 | -0.6% | -4 | 19 | 1.0% | -5.7% | i | -0.9% | -2% | 1.1% | 12%
COc1ccc(N=C2SCCCN2C)cc1 | 0.8% | 4 | 5 | -0.3% | -5.3% | i | -1.9% | -1% | 0.7% | 8%
CN(C)C(=O)Oc1ccc2nnc3ccnn3c2c1 | 3.0% | . | . | 0.7% | . | . | . | 12% | -0.1% | 2%
O=C(NC(=O)N1CCC2(CC1)OCCO2)c1ccc(Cl)cc1 | 0.6% | -3 | 6 | 0.4% | -4.7% | i | . | 1% | 0.1% | 11%
C[N+]12CCC(CC1)C(=C(c1ccccc1)c1ccccc1)C2 | -0.5% | -11 | -51 | 0.4% | -5.7% | i | -1.1% | 0% | 11% | 21%
CC(Cc1ccccc1Sc1ccccc1)N(C)C (configuration not stated) | -0.3% | 20 | 0 | -0.4% | -21% | i | 2.7% | 1% | 2.7%[50 µM] | 2%
Clc1ccccc1CN1CCN(c2cccc3[nH]ccc23)CC1 | 0.4% | . | . | -0.3% | . | i | . | . | . | 20%
c1cc2c(cc1CCNC1CCCCCC1)OCO2 | -0.9% | -7 | 8 | -0.2% | -3.2% | i | -0.1% | 7% | -0.1% | 9%
O=C1NCN(c2ccccc2)C12CCNCC2 | -0.2% | -2 | 7 | 1.2% | -5.0% | i | -0.9% | 0% | -1.1% | 8%
Cc1ccc(-n2c(O)c(C=NCCN3CCOCC3)c(=O)[nH]c2=O)cc1 | -0.3% | 1 | -3 | 0.4% | -5.5% | i | -0.6% | 7% | -0.1% | 8%
COc1ccc(N=Cc2c(O)n(Cc3cccs3)c(=O)[nH]c2=O)cc1 | 0.2% | -1 | -7 | -0.5% | -3.8% | i | -0.6% | -6% | 0.2% | 7%
COc1ccccc1N1CCN(Cc2cc(C)c(C)cc2O)CC1 | 0.7% | 9 | -17 | . | -0.6% | . | 4.7% | 3% | 7.2% | 8%
CCC(C)C(NC(=O)CCCNC(=O)CCC(=O)OC1O[C@H]2OC3(C)CC[C@H]4[C@H](C)CCC(C1C)C24OO3)C(=O)O (some centres not stated) | 9.7% | . | . | -0.3% | . | . | . | -5% | -1.4%[50 µM] | 6%
CCCCCc1nc2ccccc2c(=O)n1-c1ccc(Cl)cc1[N+](=O)[O-] | 0.5% | -20 | -41 | 0.1% | -1.0% | i | -2.1% | -6% | -0.7% | 9%
CSc1nnc(C2CCNCC2)n1C | 1.0% | 65* | 8.0* | 0.0% | 1.8% | i | -0.1% | 1% | 1.5% | 5%
CCCCC(=O)N/N=C/c1c(O)n(CC)c(=S)n(CC)c1=O | 0.9% | -1 | 4 | -0.8% | -8.4% | i | 5.1% | ? | -0.1% | 6%
O=C(O)C1C2CC3CC(C2)CC1(n1ncc(N2CCC4(CC2)OCCO4)c(Cl)c1=O)C3 (configuration not stated) | 1.3% | . | . | 0.2% | . | i | . | 5% | -0.6%[50 µM] | 13%
Cc1sc2ncn(CC(=O)NCCCC(=O)N3CCC4(CC3)OCCO4)c(=O)c2c1C | 2.1% | 10 | -4 | -0.7% | -1.4% | i | 1.8% | -8% | -0.4% | 2%
COc1cccc(N2C(=O)CC(=O)NC2=O)c1 | 1.0% | 7 | 10 | 0.9% | -4.3% | i | -0.3% | -8% | 0.3% | 5%
O=c1c2ccccc2nc(CSc2ncnc3nc[nH]c23)n1-c1ccccc1Cl | 8.9% | -3 | 2 | 0.6% | -0.6% | i | -2.9% | -6% | 0.4% | 4%
COc1ccc(CCNC(=O)COC(=O)Cc2ccccc2)cc1 | 1.7% | -3 | -8 | -0.4% | -1.8% | i | -1.1% | -2% | 4.4% | 11%
COC(=O)C1=C(c2ccccc2)C[C@@H]2CC[C@H]1N2C(=O)NC1CCCCC1 | 0.0% | . | . | -0.8% | . | i | . | 2% | 1.2% | 13%
COC(=O)C1=C(C)OC(N)=C(C#N)C12C(=O)Nc1ccccc12 (configuration not stated) | 0.4% | -18 | -4 | -0.7% | -9.8% | i | -1.6% | -3% | -0.3% | 23%
CC(=O)c1ccc(OCC(=O)N2CCCC(N3CCN(c4ccccc4C)CC3)C2)cc1 (configuration not stated) | 7.6% | . | . | -0.3% | . | . | . | 4% | 0.2% | 10%
CCc1ccccc1N1C(=O)/C(=C/c2ccc(N3CCN(C)CC3)o2)C(=O)NC1=S | -0.5% | 10 | -23 | 0.3% | -4.2% | i | 2.4% | -71% | 3.2% | 2%
C/C=C/CC1(CC)C(=O)NC(=S)NC1=O | 1.8% | . | . | -0.1% | . | i | . | -1% | 0.1% | 16%

Assay outcomes: PubChem BioAssay, several laboratories

This is a subset; the hit share may differ from the screen's.
